Screening results from PubChem.
proCasp7 act: activates human procaspase-7, counter-screen for procaspase-3 activators. P55210. recombinant procaspase-7, Ac-DEVD-pNA absorbance 405 nm; D23A/D198A/D206A triple mutant, cannot self-cleave; scale: DMSO 0, 5 µM enzyme 100. activation, % at 8.5 µM. 330,000 tested, 0.093% active. AID 463210;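 active = percent activation above the screen-wide mean plus 3 SD, cut at about 25% in these data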
Target sequence (P55210 whole entry D23A/D198A/D206A): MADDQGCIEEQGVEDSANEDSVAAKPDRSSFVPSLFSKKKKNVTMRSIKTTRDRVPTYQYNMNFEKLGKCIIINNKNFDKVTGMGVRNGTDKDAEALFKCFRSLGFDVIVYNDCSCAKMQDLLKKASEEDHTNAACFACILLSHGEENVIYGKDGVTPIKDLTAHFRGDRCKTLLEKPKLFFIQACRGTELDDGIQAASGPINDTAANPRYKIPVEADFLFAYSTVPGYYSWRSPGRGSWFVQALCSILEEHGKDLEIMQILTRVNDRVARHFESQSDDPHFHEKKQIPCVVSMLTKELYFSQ
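System: Procaspase-7 triple mutant (PC-7 D3A); measure: % activation from two-timepoint absorbance difference, scaled to controls; times: 1 h compound preincubation, 2 h substrate cleavage, 25 °C; also added: Ac-DEVD-pNA substrate, 400 µM as added; measured by: Epi-absorbance of released pNA at 405 nm, two timepoints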
core dimer inh: HCV core protein dimerization inhibition; TR-FRET GST/Flag-core106 dimerization, 1536-well; inhibition, % at 5 µM; 300,000 tested, 0.33% active; AID 1899;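 active = inhibition above the mean of all tested compounds plus 3 SD, set per screening campaign, cut at about 45% in these data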
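Material: GST/Flag-tagged HCV core106 proteins. Incubation: 4 h, 22.5 °C incubation. Read-out basis: inhibition (%) from 671 over 617 nm ratio. Measured by: TR-FRET, excitation 340 nm, emission 617 and 671 nm.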
PP5 inh: inhibitors of human protein phosphatase 5 (PP5); P53041; purified PP5c, OMFP substrate fluorescence; inhibition, % at 6.7 µM; 320,000 tested, 0.18% active; AID 1987;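 active = inhibition above the campaign's mean inhibition across all tested compounds plus 3 SD, cut at about 9.5% in these data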;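 note: 0% = DMSO only and 100% = 100 µM cantharidin control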
TPT1 inh: C. albicans TPT1 enzyme inhibition. recombinant caTPT1, FP RNA substrate dephosphorylation. inhibition, % at 5 µM. 300,000 tested, 0.81% active. AID 1962;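 active = inhibition above the mean of all tested compounds plus 3 SD, set per screening campaign, cut at about 24% in these data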;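 note: plate controls were DMSO alone for no effect and ferristatin control at 100 nM for full effect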
PP1 counter: blocks human PP1-alpha phosphatase, a PP5 counter-screen | P62136 | purified PP1alpha, OMFP fluorescence | inhibition, % at 6.7 µM | 320,000 tested, 0.9% active | AID 2235;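 active = inhibition above the mean inhibition of all tested compounds plus 3 SD, computed separately for each screening campaign, cut at about 15% in these data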
Target sequence (P62136 whole entry, looked up): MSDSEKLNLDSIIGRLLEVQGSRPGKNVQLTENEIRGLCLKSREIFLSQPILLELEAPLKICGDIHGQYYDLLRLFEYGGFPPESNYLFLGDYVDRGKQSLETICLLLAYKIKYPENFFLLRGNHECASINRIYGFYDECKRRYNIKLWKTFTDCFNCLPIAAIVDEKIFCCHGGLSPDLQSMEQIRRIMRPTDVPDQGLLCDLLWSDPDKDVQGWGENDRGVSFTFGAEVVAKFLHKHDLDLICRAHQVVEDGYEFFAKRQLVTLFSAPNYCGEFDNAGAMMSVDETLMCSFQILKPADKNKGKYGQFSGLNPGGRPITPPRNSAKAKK
AHR activator: human AHR activation; AHR-responsive luciferase reporter cells, luminescence; activation, % at 5 µM; 320,000 tested, 2.5% active; in the data active = activation above about 47%;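 note: 0% = vehicle wells and 100% = reference agonist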
PAFAH2 inh: inhibitors of human PAFAH2 | recombinant PAFAH2, FP-rhodamine activity probe, fluorescence polarization | 340,000 tested, 0.99% active | AID 492956 | inhibition, % at 3.39 µM | Q99487;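 active = inhibition above the mean over all tested compounds plus 3 SD, cut at about 30% in these data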;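 note: inhibitors block probe labeling of enzyme so polarization drops; 0% = enzyme with DMSO and 100% = wells lacking PAFAH2 protein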
procasp3 activ: activators of human procaspase-3. P42574. recombinant procaspase-3 D3A, Ac-DEVD-pNA absorbance 405 nm. activation, % at 8.5 µM. 330,000 tested, 0.11% active;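 active = activation above the mean of all tested compounds plus 3 SD, cut at about 21% in these data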;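 note: 0% = DMSO alone and 100% = DMSO wells spiked with extra 5 µM PC-3 D3A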
Target sequence (P42574 whole entry D9A/D28A/D175A): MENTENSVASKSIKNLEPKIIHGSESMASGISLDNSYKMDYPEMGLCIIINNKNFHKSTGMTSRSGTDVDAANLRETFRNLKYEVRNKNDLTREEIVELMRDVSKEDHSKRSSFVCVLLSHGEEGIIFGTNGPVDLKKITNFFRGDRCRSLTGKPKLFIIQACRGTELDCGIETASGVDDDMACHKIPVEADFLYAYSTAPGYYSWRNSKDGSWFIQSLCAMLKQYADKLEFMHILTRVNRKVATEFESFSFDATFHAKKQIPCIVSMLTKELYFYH
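Assay system: Autoprocessing-dead procaspase-3 D3A mutant enzyme; also added: Ac-DEVD-pNA; doses: one concentration, 8.5 µM nominal, 0.8% DMSO; times: 1 h compound preincubation, 2 h substrate hydrolysis at 25 °C; technique: 405 nm absorbance of p-nitroaniline, reads at 0 and 120 min; measure: % activation between DMSO and enzyme-spiked controls; repeats: single replicate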
CTSL1 counter: cathepsin L1 inhibition, PFM18AAP counter-screen. recombinant F. hepatica cathepsin L1, Z-Leu-Arg-MCA fluorescence. inhibition, % at 5.96 µM. 300,000 tested, 0.49% active;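 active = inhibition above the mean of all tested compounds plus 3 SD, set per screening campaign, cut at about 17% in these data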;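 note: 0% = plate median of test compound wells and 100% = 1 µM Z-Phe-Ala-diazomethylketone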
Starred values were filed as active, the others as inactive; x = no result given.

canonical_smiles,PP1 counter,core dimer inh,proCasp7 act,CTSL1 counter,PAFAH2 inh,AHR activator,PP5 inh,procasp3 activ,TPT1 inh
CCOC(=O)C1CCCN(C(=O)c2ccc(-c3ccc([N+](=O)[O-])cc3)o2)C1 (stereo unspecified),-4,21,-35,0,3,5,2.2,-14,5
CC(C)N1C(=O)/C(=C\c2nc3ccccc3c(=O)n2-c2ccccc2)c2ccccc21,2,6,3,-1,8,1,0.4,-4,1
COc1ccc(C2CC(=O)C(C=NCCO)=C(O)C2)cc1 (stereo unspecified),-4,-10,3,3,0,-4,2.0,0,-7
C=CCn1c(O)c(N=NC(=O)CNC(=O)c2cccs2)c2ccccc21,-1,-3,2,1,12,61*,2.0,7,1
Cc1ccc(-n2c(N)c(C(=O)Nc3c(C)n(C)n(-c4ccccc4)c3=O)c3nc4ccccc4nc32)cc1C,11,30,-9,5,x,-7,0.8,-13,-3
FC(F)(F)c1cccc(NC(=S)N2CCN(c3ccccc3)CC2)c1,-1,8,3,-4,-3,18,-0.8,4,1
O=C(CSc1nnc(-c2c[nH]c3ccccc23)o1)N1CCCCC1,0,6,7,7,1,-1,2.3,4,-2
O=C(O)CCC(=O)NC(c1ccccc1)c1ccccc1,-4,1,6,-2,-2,-1,0.9,4,1
Cc1ccc(C(C)C)c(OCc2ccc(C(=O)N/N=C/c3ccc(C(=O)O)cc3)cc2)c1,3,21,1,2,-50,-7,5.2,-8,3
Cn1nnnc1SCc1nnc(-c2ccc(F)cc2)o1,0,-8,8,-2,2,7,0.7,-1,-6
COc1cc(NS(=O)(=O)c2ccc(NC(=O)c3ccco3)cc2)nc(OC)n1,2,-3,3,0,0,0,2.6,2,-4
Cc1ccc(NC(=O)CN(C)CC(=O)Nc2ccc(N3CCOCC3)cc2)cc1F,-4,-5,-2,-3,4,23,2.6,8,1
CC(=O)c1cccc(-n2c(CCC(=O)O)ccc2-c2ccc(C)cc2)c1,3,2,2,9,6,14,-1.7,-11,0
CCN1C(=NCc2ccc(OC)cc2)N[C@@H](CCc2ccccc2)[C@H](C(=O)NCc2ccc(OC)cc2)[C@H]1C,1,-10,-2,1,-1,1,-0.5,-4,1
Fc1ccc(-c2nc3c(Cl)cc(C(F)(F)F)cn3c2Cl)cc1,-1,1,13,-1,-10,27,2.0,7,-8
COc1ccc(N=C2SC(CC(=O)Nc3ccccc3)C(=O)N2CCN2CCOCC2)cc1 (stereo unspecified),1,3,7,2,-7,2,-0.9,0,3
CN(C)S(=O)(=O)c1cc([N+](=O)[O-])ccc1N1CCCCCC1,5,-1,-10,-1,5,2,2.1,-8,-1
Cc1ccc(NCc2n[nH]c(=S)n2-c2cccc(Cl)c2)cc1,-3,-1,-12,-3,1,8,1.9,-7,-2
O=[N+]([O-])c1ccc(/C=N/Nc2cc(Cl)nc(-c3ccccc3)n2)cc1,0,-6,3,-2,0,2,0.9,3,-5
CCC(C(=O)NCCCN1CCN(C)CC1)n1nc(C)c2sc3ccccc3c2c1=O (stereo unspecified),-3,-13,-8,6,-7,1,0.3,9,-1
Cn1nc(C(=O)NCc2cccc(Cl)c2)c2c1-c1ccccc1S(=O)(=O)C2,-1,1,-5,0,0,3,0.5,-6,-2
O=C(NNC(=O)c1ccco1)c1cccc([N+](=O)[O-])c1,-2,1,-1,-2,-7,4,2.1,9,3
CS(=O)(=O)Nc1ccc(S(=O)(=O)N2CCOCC2)cc1,1,-3,0,4,0,1,-2.4,2,-6
COCCN(C(=O)C1=COCCO1)c1c(N)n(Cc2ccccc2)c(=O)[nH]c1=O,-2,0,-1,-2,-2,1,-0.1,0,-5
CCN(C1CCCCC1)S(=O)(=O)c1ccc(S(=O)(=O)NCc2ccncc2)cc1,2,-2,-1,2,-1,-2,-0.4,7,0
CSCCCNC(=O)c1ccccc1OC1CCN(S(C)(=O)=O)CC1,0,9,7,2,5,0,-1.3,15,-2
CN1CCN(Cc2ccc(Sc3ccc(Cl)cc3)c([N+](=O)[O-])c2)CC1,-3,-5,4,1,-5,-3,2.1,-1,-3
COc1ccc(NC(=S)N2CCc3ccccc3C2)cc1,0,-4,-14,-4,2,14,2.1,2,-5
COc1cc(CNC(=O)c2ccc(Cn3nc(C)c(Cl)c3C)o2)cc(OC)c1,0,-1,-2,-4,5,3,-0.3,3,-2
COC(=O)c1oc2ccc(Br)cc2c1NC(C)=O,-4,-3,3,5,-1,1,2.9,9,-2

Continued.
canonical_smiles,PP1 counter,core dimer inh,proCasp7 act,CTSL1 counter,PAFAH2 inh,AHR activator,PP5 inh,procasp3 activ,TPT1 inh
Cc1cccc(N(Cc2cc3ccc(C)cc3[nH]c2=O)C(=O)c2ccco2)c1,-2,5,-9,2,-5,3,0.1,-5,2
O=C(Cn1cnc2c(nnn2-c2cccc(Cl)c2)c1=O)NCc1ccccc1,-1,8,-1,0,-2,-1,2.3,5,-2
O=C(NCCc1c[nH]c2ccccc12)/C(=C/c1cccnc1)NC(=O)c1ccccc1,1,5,1,0,3,2,1.0,8,0
O=C1CCc2cc(S(=O)(=O)NC(Cc3ccccc3)C(=O)N3CCN(c4ccccn4)CC3)ccc2N1 (stereo unspecified),-2,-4,8,3,-1,1,1.5,-3,1
CCOC(=O)c1nn(-c2ccccc2)c(C#N)c1NC(=O)c1nn(CC)cc1Br,-1,18,7,4,6,0,1.4,6,2
Clc1ccc(CSc2nc3ccncc3[nH]2)cc1,-2,3,1,-11,4,7,-0.5,8,-5
O=C(Nc1ccncc1)c1ccccc1F,-3,1,9,5,3,1,-4.0,-6,-3
CCOc1ccc(/C=N/NC(=O)c2ccc(O)cc2)cc1CN1CC2CC(C1)c1cccc(=O)n1C2 (stereo unspecified),-3,x,1,x,14,0,1.9,2,x
O=C(CNC(=O)c1ccc(Br)cc1)NC1=NCCS1,2,-6,-2,-2,1,3,-0.1,-4,3
Cc1ccc(S(=O)(=O)Nc2c(C(=O)O)[nH]c3ccccc23)c(C)c1,5,6,1,-6,12,29,1.9,5,-4
CN(C)C(=O)N1CCCC(C(=O)NCCc2ccccc2)C1 (stereo unspecified),-4,-1,-2,3,-5,2,-0.6,-1,1
COc1ccccc1-n1c(-c2ccccc2)n[nH]c1=S,0,0,-9,7,10,1,-2.0,-2,-1
COc1cc(Cl)cc(/C=N/NC(N)=O)c1O,1,-4,-1,-1,3,18,1.0,1,2
CCCOc1ccc(N2C(=O)CC(N(CCc3ccc(OC)c(OC)c3)C(=O)c3ccccc3)C2=O)cc1 (stereo unspecified),-1,4,-2,-4,7,-2,-1.7,12,1
CN(c1ccccc1)S(=O)(=O)c1ccc(NC(=O)c2ccco2)cc1,-4,2,-9,-3,-3,0,0.5,5,-2
O=C(NNC(=O)c1ccc(Cl)c(S(=O)(=O)Nc2ccc(Cl)cc2)c1)c1ccc(=O)[nH]c1,-6,2,10,-9,14,1,-1.1,-5,1
O=C(O)C1=C[C@@H](c2ccc3c(c2)OCO3)C[C@@H](OCc2ccc(CO)cc2)O1,0,6,-7,-1,2,6,0.3,11,1
COc1ccc(/C=N/NC(=O)c2ccc(CSc3nc(C)cc(C)n3)cc2)cc1O,6,-3,-5,3,-13,4,6.6,-4,1
c1ccc(-c2nc(-c3cccs3)[nH]c2-c2ccccc2)cc1,-3,3,3,4,9,3,2.7,-2,-3
O=C(O)c1ccc(/C=C2\SC(=S)N(NC(=O)c3ccccc3)C2=O)cc1,2,-1,-10,0,-13,0,0.0,-5,11
CC(C)(C)NC(=O)C(c1ccncc1)N(C(=O)CNC(=O)c1ccco1)c1ccc(F)cc1 (stereo unspecified),-1,-41,-4,-4,-10,0,3.0,-3,-3
N#CCSC1=Nc2ccccc2C2=NC(CCC(=O)N3CCN(c4ccccc4)CC3)C(=O)N12 (stereo unspecified),0,20,9,1,14,7,-0.1,3,2
C=C(C)COc1ccc2c(CC)cc(=O)oc2c1C,4,0,1,-1,-3,0,3.5,1,3
COc1ccc2c(c1)CCc1sc(NC(=O)c3ccc(C)cc3)nc1-2,-1,13,0,2,-5,0,2.0,-25,-3
Cc1cc(C)n2nc(SCC(=O)Nc3c(C)nn(-c4ccccc4)c3C)nc2n1,-5,-4,7,-3,1,-5,-0.7,-6,-12
CC(C(N)=O)N1C(=O)c2cccc3cccc1c23 (stereo unspecified),3,-4,-7,-4,10,-1,2.4,2,2
CNc1nc(Cl)c(SC)c(N2CCOCC2)n1,-1,0,5,0,-5,0,-0.8,9,2
Cc1cccc(C)c1NC(=O)CN1CCN(C(=O)CNC(=O)c2ccc(N3CCCC3=O)cc2)CC1,-3,x,-9,x,-2,2,1.8,7,x
Cc1cccc(S(=O)(=O)Nc2ccc(-c3cn4ccccc4n3)cc2)c1,4,-11,0,-1,12,2,6.2,5,-1
COc1ccc(C(=O)Nc2ccc3nc(C)c(C)nc3c2)cc1,-1,-5,5,-3,1,4,1.1,6,-3

Entries above that contain a thiophene ring, fused or not (3):
canonical_smiles,PP1 counter,core dimer inh,proCasp7 act,CTSL1 counter,PAFAH2 inh,AHR activator,PP5 inh,procasp3 activ,TPT1 inh
C=CCn1c(O)c(N=NC(=O)CNC(=O)c2cccs2)c2ccccc21,-1,-3,2,1,12,61*,2.0,7,1
CCC(C(=O)NCCCN1CCN(C)CC1)n1nc(C)c2sc3ccccc3c2c1=O (stereo unspecified),-3,-13,-8,6,-7,1,0.3,9,-1
c1ccc(-c2nc(-c3cccs3)[nH]c2-c2ccccc2)cc1,-3,3,3,4,9,3,2.7,-2,-3

Following part
canonical_smiles,PP1 counter,core dimer inh,proCasp7 act,CTSL1 counter,PAFAH2 inh,AHR activator,PP5 inh,procasp3 activ,TPT1 inh
Nc1nc(Cn2nnc(-c3ccccc3Cl)n2)nc(N2CCOCC2)n1,3,-1,-5,-2,3,13,-6.5,6,1
O=C(Nc1cccc(O)c1)c1cc(-c2cccs2)on1,1,-1,-16,-2,-12,-5,2.3,4,-5
O=C(COC(=O)COc1cccc(C(F)(F)F)c1)NC1CCCC1,-11,2,2,-11,3,0,0.6,-4,-2
CCc1ccccc1Nc1nc(N)nc(COC(=O)CCS(=O)(=O)c2ccccc2)n1,-2,0,0,-6,7,-1,-0.4,2,0
COc1cc2c(cc1OC)C(C(=O)N1CCN(c3ccccn3)CC1)C(c1cccs1)N(C)C2=O (stereo unspecified),-4,-2,4,2,1,20,-0.8,10,3
CCOC(=O)C1=CC[C@@H](c2ccco2)N(S(=O)(=O)c2ccc(C)cc2)[C@H]1C(=O)OCC,0,x,-2,x,-7,-3,0.9,7,x
O=C(NCc1ccc2c(c1)OCO2)c1ccc(S(=O)(=O)NCC2CCCO2)cc1 (stereo unspecified),1,10,0,0,0,0,4.0,2,0
O=C(NCc1ccccc1Cl)C1CCN(C(=O)c2sccc2-n2cccc2)CC1,1,-3,7,-2,10,1,0.9,6,-1

Outcome played no part in choosing rows (roughly 5.6% active in at least one column).
